# GSIS activator: GLuc luminescence reporter in INS-1E cells, primary screen for activators of glucose-dependent secretion of insulin | 370,000 compounds, 0.61% hits | activation, % at 16.6 µM | INS-1E GLuc reporter insulin secretion, 2-3 h;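 active = lowest replicate activation of at least 40%, so every replicate reaches that level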;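 also: 0% = median of neutral control wells and 100% = median of IBMX positive control wells; some compounds called inactive have numbers as strong as hits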
# LGR2 antag: inhibitors of bursicon-induced LGR2 CRE-luciferase signal, primary screen, cell-based, HEK293, CRE-luciferase reporter, bursicon stimulation. inhibition, % at 9.99 µM. bursicon-stimulated, 4 h. AID 720647, 2013. 380,000 compounds, 0.35% hits. Drosophila bursicon receptor LGR2 (rickets);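 active = drop in luminescence signal, shown as inhibition above about 50% in the replicate tests, limit read from the data, passing the limit was not always enough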;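 also: agonist challenge used bursicon conditioned medium at about half maximal strength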
# Statin myotox sup: suppressors of statin myotoxicity in C2C12 myotubes, primary screen, cell-based, single point, plate reader; rescue of ATP level, % at 7.49 µM; 330,000 compounds, 0.78% hits; C2C12 myotubes + simvastatin, ATP luminescence, 48 h; scaled: DMSO 0, geranylgeraniol control 100;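 active = mean ATP rescue above about 67%, or every replicate alone reaching that limit, limit read from the data, passing the limit was not always enough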;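 also: myotubes were challenged with 10 µM simvastatin during compound exposure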
# ARNT TACC3 PPI: disruptors of ARNT/TACC3 protein interaction, primary screen, biochemical, AlphaScreen, single concentration. Transforming acidic coiled-coil-containing protein 3 (Homo sapiens), Q9Y6A5. AID 623870, 2012. 390,000 compounds, 0.66% hits. AlphaScreen His-ARNT PAS-B/GST-TACC3 binding, luminescence; TACC3 fragment carries E629A point mutation. inhibition, % at 9.99 µM;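 active = mean inhibition of replicates at least 50% and at least half of replicates each reaching 50%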;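 also: 0% = complete ARNT plus TACC3 wells and 100% = ARNT alone without TACC3; many hits fall short of the cut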
# Cneo AK release: Cryptococcus neoformans cell lysis inducers, primary screen, AK release luminescence, single concentration; 360,000 compounds, 0.2% hits; C. neoformans lysis, adenylate kinase release luminescence, 4 h; normalised: neutral wells 0, clomiphene wells 100; AID 651654, 2012; lysis activity, % at 15 µM;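 active = mean lysis activity across replicates of at least 80%, whatever share of replicates individually reach that level; inactive = mean lysis activity below 80%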
#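 Material – log-phase Cryptococcus neoformans yeast cells · Input – 5 × 10^6 yeast cells/mL · Medium – fresh YPD growth medium · Doses – single compound concentration per well · Timing – static 4 h at 37 °C with compound, 1 h detection · Detection – adenylate kinase release luminescence · Read-out – signal increase indicating cell lysis · Control set – Clomiphene as positive lysis control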
# PGC1a acetyl inh: inhibitors of PGC1a acetylation signal, primary screen, cell-based, U2OS, AlphaScreen, inhibitor mode; inhibition, % at 15.6 µM; AlphaScreen anti-acetyl-lysine; with virally co-expressed GCN5 acetyltransferase; 350,000 compounds, 0.17% hits;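 active = every replicate shows inhibition of at least 40%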;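 also: 0% = neutral control wells and 100% = positive control wells; some results beyond the cut were filed as inactive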
# PglD DTNB: C. jejuni PglD acetyltransferase inhibitors, primary screen, biochemical, DTNB colorimetric, single point; UDP-N-acetylbacillosamine N-acetyltransferase PglD (Campylobacter jejuni); purified PglD enzyme, DTNB colorimetric CoA detection; inhibition, % at 12.5 µM; 360,000 compounds, 0.098% hits; AID 602405, 2012; in the data active = inhibition above about 16%, passing the limit was not always enough; also: strong numbers were not always called active
# PAX8 reporter: inhibitors of PAX8-driven TPO luciferase reporter, primary screen, RMG-I cells, single concentration. inhibition, % at 12.6 µM. 360,000 compounds, 1.2% hits. SteadyGlo, 24 h. AID 652154, 2013;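 active = mean replicate inhibition at least 60% with every replicate also reaching 60%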;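 also: luciferase light reporting Pax8 driven TPO promoter activity; plate controls were median of neutral control wells for no effect and mitoxantrone controls for full effect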
# * marks the source's active call; other numbers are inactive results; / = not tested or not shown.
SMILES,GSIS activator,LGR2 antag,Statin myotox sup,ARNT TACC3 PPI,Cneo AK release,PGC1a acetyl inh,PglD DTNB,PAX8 reporter
Cc1ccc(NC2SC(=O)N(Cc3cccc(C(=O)O)c3)C2=O)cc1 (stereo unspecified),/,/,13,-5,1,7,-1,-23
Cc1ccc(Nc2nc(-c3c(C)nc4ccccn34)cs2)cc1,-21,13,/,3,-4,-121,-4,/
CS(=O)(=O)N(CC(=O)N1CCCCCC1)c1cccc([N+](=O)[O-])c1,-12,11,-14,-3,-2,-6,4,-14
Cc1cc(NS(=O)(=O)c2ccc(NC(=O)c3ccc(Cl)cc3Cl)cc2)no1,8,-8,-4,-20,-1,/,7,17
COc1ccc(N2CCN(C(=O)c3cc(C4CC4)nn3-c3ccccc3)CC2)cc1,/,/,-1,8,0,-1,-1,1
COc1cc(OC)c(NS(=O)(=O)c2ccc3c(c2)NC(=O)CO3)cc1Cl,-12,-2,-6,0,1,-10,0,9
Cc1ccccc1-c1nc2sc3c(c2c(=O)n1N)CCCC3,/,/,6,15,0,20,-4,/
Cc1ccccc1CN1C(=O)C(C)S/C1=N/N=C/c1ccco1 (stereo unspecified),-4,9,/,2,/,4,/,0
C1CCN(c2nc3nonc3nc2N2CCCC2)C1,/,/,12,-3,8,0,-4,-3
CCOC(=O)C1CCCN(C(=O)c2cn(CC)c3ccc(S(=O)(=O)N(C)C)cc3c2=O)C1 (stereo unspecified),-11,-19,-3,/,0,0,-2,2
C[C@@H]1CN([C@@H](C)CO)C(=O)c2cc(NS(C)(=O)=O)ccc2O[C@H]1CN(C)S(=O)(=O)c1cn(C)cn1,0,-1,18,-2,-2,-1,-3,/
C=CCc1ccc(OCCCCN2CCC(C)CC2)c(OC)c1,46,-10,/,-17,/,/,/,2
Cc1noc(C)c1C(=O)Nc1ccccn1,/,/,1,6,13,/,2,-4
O=C(N/N=C/c1cc2c(cc1[N+](=O)[O-])OCO2)c1ccccn1,-3,6,-15,17,-1,-6,5,/
CC(C)COC(=O)N1CCCCC1c1cc(C(=O)Nc2ccccc2)no1 (stereo unspecified),-2,4,7,/,1,-18,-7,-15
Cc1c(C(=O)N2CCOCC2)c(S(=O)(=O)Nc2ccccc2F)c(C)n1C,/,15,-8,1,1,-1,-1,4
CCOC(=O)c1ccc(NC(=S)NC(=O)c2nn(CC)cc2Br)cc1,14,-6,/,-2,1,3,-2,34
COc1ccc(N2C(=O)C(CC(=O)Nc3ccccc3)N(Cc3cccs3)C2=O)cc1 (stereo unspecified),-19,-2,7,-5,-2,/,2,-17
O=C(COc1ccc(Br)cc1)Nc1nc(-c2cccnc2)cs1,23,8,/,-6,-1,7,-5,-8
CCC(=O)N1C[C@@H](O)COC[C@@H]2O[C@@H](CC(=O)NC)CC[C@H]21,2,7,-29,-7,1,-1,0,-11
O=C(COc1ccc(F)cc1)Nc1ccc(S(=O)(=O)Nc2ncccn2)cc1,9,1,-4,-7,3,-13,0,-4
CCCCCN(C(=O)CCC(=O)OCc1cc(C)ccc1C)c1c(N)n(CCCC)c(=O)[nH]c1=O,-59,-7,-8,3,1,/,1,/
C[C@@H]1CN([C@H](C)CO)C(=O)Cc2cc(NC(=O)Cc3cn(C)c4ccccc34)ccc2O[C@H]1CN(C)S(=O)(=O)c1ccccc1,3,-1,-32,-7,2,-22,-1,0
Cc1ccc(N2CC(C(=O)NCCCn3ccnc3)CC2=O)cc1 (stereo unspecified),/,/,5,-1,0,-5,-2,14
COc1ccc(Cn2nnnc2C(c2ccc(C)cc2)N2CCN(C3CCCC3)CC2)cc1 (stereo unspecified),/,/,-22,3,-2,-11,1,/
# The list continues.
SMILES,GSIS activator,LGR2 antag,Statin myotox sup,ARNT TACC3 PPI,Cneo AK release,PGC1a acetyl inh,PglD DTNB,PAX8 reporter
CN(C)C(CNC(=O)c1ccc(Cl)c(S(=O)(=O)N2CCCCCC2)c1)c1ccccc1 (stereo unspecified),-18,-8,16,0,-1,-2,0,17
COc1cccc(CNC(=O)C2CCN(S(=O)(=O)N3CCCC3)CC2)c1,/,/,-4,-2,0,1,-1,/
CCCn1c(N)c(C(=O)CSc2nnc3n2CCCCC3)c(=O)[nH]c1=O,/,/,0,-11,-1,6,2,-2
COC(=O)c1cc(-c2c(-c3ccc4c(c3)OCO4)noc2-c2ccsc2)cc([N+](=O)[O-])c1,-2,-24,10,0,16,/,7,-14
CC(NCc1ccccc1)C1COc2ccccc2O1 (stereo unspecified),/,/,41,-5,-12,-3,-8,/
O=C(C[C@@H]1CC[C@@H](NC(=O)c2cccnc2)[C@@H](CO)O1)NCc1ccc(Cl)c(Cl)c1,3,10,8,43,-4,0,0,-6
CNC[C@@H]1Oc2ccc(NC(=O)CCN3CCOCC3)cc2CC(=O)N([C@H](C)CO)C[C@@H]1C,/,/,12,-7,-6,1,3,2
COCCNC(=O)CN(Cc1ccc(OC)cc1)C(=O)CCC(=O)Nc1nccs1,30,-4,6,-3,6,/,0,11
CN1C(=O)c2cc(NC(=O)c3ccccc3)ccc2OC[C@H]2O[C@@H](CC(=O)NC3CCCC3)CC[C@H]21,-9,-5,41,-5,-3,-2,2,-16
COc1cccc(CN2CC(C(=O)NC3CCC3)CCC2=O)c1 (stereo unspecified),-12,-10,-5,-10,2,-10,-1,-2
CCCNC(=O)N1C[C@H](C)[C@H](OC)CN(C)C(=O)c2cc(NS(=O)(=O)CC)ccc2OC[C@H]1C,0,0,-10,-8,-10,/,0,-4
CN(C)CC(=O)Nc1ccc2c(c1)[C@@H]1C[C@H](CC(=O)NCc3cccc(F)c3)O[C@@H](CO)[C@@H]1O2,1,-2,1,0,-4,-5,0,0
O=C(CNC(=O)c1ccco1)Nc1ccc(N2CCCCCC2)cc1,/,-34,-9,0,-1,2,24*,-81
COc1ccc(N2CCN(C(=O)c3cc4c(s3)CCCCC4)CC2)cc1,-10,-14,15,8,-1,-3,-4,3
COc1ccc(NS(=O)(=O)c2ccc(F)cc2F)cn1,-26,-11,0,/,0,0,-3,-9
CCCNC(=O)[C@@H]1[C@@H](CO)[C@@H]2Cn3c(cccc3=O)[C@@H]2N1Cc1ccccn1,-2,-2,-7,16,-3,-6,1,-5
COc1ccc(S(=O)(=O)N(C)CC(=O)N2CCCC2)cc1OC,13,2,1,-2,-1,/,-6,-11
CCOC(=O)C1C(c2cccnc2)NC(=O)NC1(O)C(F)(F)F (stereo unspecified),9,-20,/,-11,/,-4,/,0
COCCOC(=O)N1C(=O)[C@@]2(c3cc(C#CCCO)ccc31)[C@H](c1ccc(O)cc1)N1[C@H](c3ccccc3)[C@H](c3ccccc3)OC(=O)[C@H]1[C@@H]2C(N)=O,/,/,/,-8,35,/,-2,5
C=CCOc1c(CNc2ccc(C(=O)O)cc2)cccc1OC,4,6,/,-32,-2,2,4,-13
C[C@@H]1CN([C@@H](C)CO)C(=O)Cc2cc(NC(=O)Nc3ccc4c(c3)OCO4)ccc2O[C@@H]1CN(C)S(=O)(=O)c1ccccc1,-13,-19,-16,/,/,-2,/,/
CCOc1ccc(OCCC(=O)N2CCN(S(=O)(=O)c3ccc(F)cc3)CC2)cc1,-4,-4,0,-3,2,/,4,12
O=C(Nc1ccccc1Br)c1c(F)cccc1Cl,3,-12,1,-6,20,/,6,-9
C[C@@H]1CN([C@H](C)CO)C(=O)Cc2cc(NS(C)(=O)=O)ccc2O[C@@H]1CN(C)C(=O)NC1CCCCC1,13,9,-5,1,2,2,-1,-8
COc1ccc(/C=N/NC(=O)CNc2ccc(Br)cc2)c(C(=O)O)c1OC,-5,/,/,-4,-1,-7,/,-17
# (cont.)
SMILES,GSIS activator,LGR2 antag,Statin myotox sup,ARNT TACC3 PPI,Cneo AK release,PGC1a acetyl inh,PglD DTNB,PAX8 reporter
CCC(=O)OCCn1c(=O)c2cc3c(=O)n(CCOC(=O)CC)c(=O)c3cc2c1=O,/,/,14,-6,2,13,-1,/
COc1ccc(NC(=O)c2nc(C)n(-c3ccc([N+](=O)[O-])cc3)n2)cc1,17,10,/,0,/,-11,/,16
C[C@H](CO)N1C[C@H](C)[C@H](CN(C)C(=O)Nc2ccc3c(c2)OCO3)Oc2c(NC(=O)Nc3cccc4ccccc34)cccc2C1=O,-5,10,/,0,-8,4,3,/
Cn1c(=O)c2cc(NC(=S)NCc3ccccc3F)ccc2n1C,/,-8,13,/,-1,3,-3,-97
CC(=O)c1ccc(OCC(=O)NC(=O)NC2CCCC2)cc1,-46,8,-4,/,0,/,2,1
O=C(Nc1cccc(Cl)c1)N[C@@H]1CC[C@@H](CCNC(=O)C2CCC2)O[C@@H]1CO,-7,15,-5,-4,-3,2,1,-3

# Entries from the list above containing fluorine (eight):
SMILES,GSIS activator,LGR2 antag,Statin myotox sup,ARNT TACC3 PPI,Cneo AK release,PGC1a acetyl inh,PglD DTNB,PAX8 reporter
Cc1c(C(=O)N2CCOCC2)c(S(=O)(=O)Nc2ccccc2F)c(C)n1C,/,15,-8,1,1,-1,-1,4
O=C(COc1ccc(F)cc1)Nc1ccc(S(=O)(=O)Nc2ncccn2)cc1,9,1,-4,-7,3,-13,0,-4
CN(C)CC(=O)Nc1ccc2c(c1)[C@@H]1C[C@H](CC(=O)NCc3cccc(F)c3)O[C@@H](CO)[C@@H]1O2,1,-2,1,0,-4,-5,0,0
COc1ccc(NS(=O)(=O)c2ccc(F)cc2F)cn1,-26,-11,0,/,0,0,-3,-9
CCOC(=O)C1C(c2cccnc2)NC(=O)NC1(O)C(F)(F)F (stereo unspecified),9,-20,/,-11,/,-4,/,0
CCOc1ccc(OCCC(=O)N2CCN(S(=O)(=O)c3ccc(F)cc3)CC2)cc1,-4,-4,0,-3,2,/,4,12
O=C(Nc1ccccc1Br)c1c(F)cccc1Cl,3,-12,1,-6,20,/,6,-9
Cn1c(=O)c2cc(NC(=S)NCc3ccccc3F)ccc2n1C,/,-8,13,/,-1,3,-3,-97

# Screening results deposited in PubChem BioAssay by Broad Institute.
